From PubChem BioAssay
LDHA block: blocks human lactate dehydrogenase A | P00338 | activity change, % (values are at about 110 or 230 µM) | purified LDHA, NADH/diaphorase-resazurin fluorescence; stronger effect = lower value | 0.15% of 480,000 active; in the data active = activity change below about -30%; inconclusive = mostly about -25% to -30%;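 also: plate controls were DMSO wells for no effect and wells without enzyme for full effect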
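LDH5 2 nM; NADH 0.06 mM, pyruvate 0.2 mM; 200 mM Tris pH 7.4, EDTA, Tween-20; 5 min RT. Detection: diaphorase 0.133 mg/mL + resazurin 37 µM, fluorescence ex540/em590 at 0 and 20 min; normalized to enzyme-free and DMSO wells.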
D2 potentiator: positively modulates the human D2 dopamine receptor allosterically | P14416 | HEK293 T-REx D2, calcium flux, EC20 dopamine potentiation | potentiation, % at 10 µM | 0.34% of 340,000 active | AID 485347;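 active = potentiation over 3 SD above the plate norm, cut at about 30% in these data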; also: 0% is about no effect
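Primary screen. Calcium kinetics in induced HEK293 T-REx D2 cells: compound pre-addition 180 s, EC20 dopamine, 180 s more.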
D1 ag: human D1 receptor agonism. activation, % at 2 µM. P21728. HEK293 T-REx D1 cells, calcium flux, agonist mode. 1% of 360,000 active; in the data active = activation above about 30%; also: 0% is about no effect
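Agonism was scored from calcium flux recorded over 180 s (1 read/s) after pintool compound addition, following a 10-cycle baseline. Cells were inducible force-coupled HEK293 TREx D1, plated overnight at 30 C and loaded with no-wash calcium dye.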
Vif-APOBEC3F blk: inhibitors of Vif-A3F interaction; HeLa A3F-eYFP + Vif (tagged APOBEC3F with the HIV-1 protein that degrades it), YFP fluorescence increase; Potency, µM (titrated, usually from 46.1 µM), for inactives: at the highest dose activity, negative = active; 0.2% of 390,000 active; AID 602313; also: potency is read from the fitted curve at half-maximal effect; % of control where 0% means no effect; nearly all actives have a fitted effect of over 65% in size
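HeLa cells stably expressing A3F-eYFP plus Vif, plated and incubated overnight at 37 deg C, then exposed to compounds overnight at 37 deg C. Blocked degradation read as raised yellow fluorescence (Ex 488/Em 500-530).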
GRP78 ERSR act: inducers of ER stress response in human glioma cells; Potency, µM, without a hit: at the top dose activation, usual class: activators; 0.02% of 420,000 active; U87-MG GRP78 promoter luciferase reporter, 16 h; also: potency is read from the fitted curve at half-maximal effect; series mostly up to about 76 µM; % of control where 0% means no effect; nearly all actives have a fitted effect of over 35% in size
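Stably transfected U87-MG glioma cells carrying a GRP78-based luciferase sensor; 16 h compound incubation. Luminescence end-point read 10 min after Bright-Glo addition at room temperature.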
D1 antagonist: human D1 dopamine receptor antagonism; P21728; HEK293 TREx D1 cells, calcium flux, dopamine EC80; stronger effect = lower value; activity change, negative = inhibition, % at 10 µM; 3.2% of 360,000 active; AID 504652; in the data active = activity change below about -30%; also: % is scaled to controls: 0 for no effect and ±100 for the full control effect
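HEK293 T-REx cells expressing inducible, force-coupled D1 receptor; no-wash Ca dye, 30–90 min RT. Cmpd → 180 s read at 1 Hz → EC80 DA → 180 s read.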
Vif-APOBEC3G blk: Vif-A3G binding inhibition; Q9HC16; HeLa A3G-eYFP + Vif (tagged APOBEC3G with the HIV-1 protein that degrades it), YFP fluorescence, overnight; 0.076% of 410,000 active; Potency, µM (top dose mostly 46.1 µM), inactives show at the top dose activity, negative = active, hits mostly inhibitors;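 also: potency is read from the fitted curve at half-maximal effect; % is scaled to controls: 0 for no effect and ±100 for the full control effect; nearly all actives have a fitted effect of over 60% in size; hits raise eYFP signal because A3G escapes Vif-driven loss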
Target sequence (Q9HC16 whole entry, looked up): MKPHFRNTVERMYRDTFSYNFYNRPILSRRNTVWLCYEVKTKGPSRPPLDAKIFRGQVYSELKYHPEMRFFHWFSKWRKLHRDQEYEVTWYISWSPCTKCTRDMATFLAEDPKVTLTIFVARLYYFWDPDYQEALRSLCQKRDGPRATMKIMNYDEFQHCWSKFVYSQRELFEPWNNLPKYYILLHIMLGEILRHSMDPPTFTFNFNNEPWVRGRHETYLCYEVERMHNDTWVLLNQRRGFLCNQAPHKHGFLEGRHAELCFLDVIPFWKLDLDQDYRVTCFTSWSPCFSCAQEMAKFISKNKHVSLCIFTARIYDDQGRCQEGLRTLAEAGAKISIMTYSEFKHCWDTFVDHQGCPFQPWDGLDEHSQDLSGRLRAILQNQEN
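Read-out is eYFP fluorescence (Ex 488/Em 500-530) from Vif-expressing HeLa A3G-eYFP cells; more signal means A3G escaped Vif-mediated degradation. Cells plated overnight, compound pinned in, incubated overnight at 37 deg C.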
D1 PAM: potentiators of human D1 dopamine receptor. potentiation, % at 10 µM. 0.036% of 360,000 active. HEK293 TREx D1 cells, calcium flux, dopamine EC20 potentiation; in the data active = potentiation above about 30%; also: 0% is about no effect
RXFP1 agonist: agonists of human relaxin receptor RXFP1 | Q9HBX9 | HEK293T-RXFP1 cAMP TR-FRET, 30 min; response scale: percent of porcine relaxin response, buffer zero | Potency, µM (series often up to 57.5 µM), for inactives: at the top dose activation, hits mostly activators | 0.3% of 370,000 active | AID 2676; also: potency is read from the fitted curve at half-maximal effect; % is scaled to controls: 0 for no effect and ±100 for the full control effect; nearly all actives have a fitted effect of over 60% in size; many of its hits are not listed in these tables
Target sequence (Q9HBX9 whole entry, looked up): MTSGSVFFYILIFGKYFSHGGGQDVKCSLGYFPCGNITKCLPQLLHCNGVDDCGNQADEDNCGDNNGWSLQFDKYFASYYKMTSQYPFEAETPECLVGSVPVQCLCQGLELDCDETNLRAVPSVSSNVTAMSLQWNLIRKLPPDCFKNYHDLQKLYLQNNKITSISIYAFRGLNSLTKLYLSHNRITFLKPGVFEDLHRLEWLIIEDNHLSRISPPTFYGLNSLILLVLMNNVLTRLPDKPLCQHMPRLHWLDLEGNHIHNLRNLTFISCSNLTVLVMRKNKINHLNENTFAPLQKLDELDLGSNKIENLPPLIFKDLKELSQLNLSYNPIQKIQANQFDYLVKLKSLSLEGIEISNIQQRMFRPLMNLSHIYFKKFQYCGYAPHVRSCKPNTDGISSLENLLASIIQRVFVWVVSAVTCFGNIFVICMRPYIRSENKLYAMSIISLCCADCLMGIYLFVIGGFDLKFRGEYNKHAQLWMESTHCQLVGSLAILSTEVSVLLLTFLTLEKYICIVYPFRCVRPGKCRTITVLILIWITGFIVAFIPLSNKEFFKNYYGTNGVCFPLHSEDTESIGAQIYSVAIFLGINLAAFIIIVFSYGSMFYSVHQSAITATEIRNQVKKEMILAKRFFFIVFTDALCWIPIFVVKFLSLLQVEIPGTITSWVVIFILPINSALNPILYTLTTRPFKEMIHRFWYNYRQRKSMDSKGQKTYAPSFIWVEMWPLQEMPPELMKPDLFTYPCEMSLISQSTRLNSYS
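HEK293T cells stably expressing RXFP1 were pretreated with the PDE4 inhibitor Ro 20174, exposed to compounds for 30 min at 37C, lysed, and cAMP was read by TR-FRET. Data normalized to buffer (basal) and 29 nM porcine relaxin (100%).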
* marks the source's active call; other numbers are inactive results; ? = inconclusive; / = no result given; & = joins results of further samples. Unless noted, calls follow the shape of the dose curve; as a rule, active = well fitted curve in the direction sought with a large enough effect; inconclusive = small, poorly fitted or top-dose-only effect, or another doubt; inactive = no such curve, though single readings can be large; an effect the other way counts as inactive or inconclusive. These rows are one share of the data; the hit share may differ from the screen's.

SMILES	LDHA block	D2 potentiator	D1 ag	Vif-APOBEC3F blk	GRP78 ERSR act	D1 antagonist	Vif-APOBEC3G blk	D1 PAM	RXFP1 agonist
CC1(C)N=C(SCC(=O)Nc2ccc(Cl)cc2)C(c2ccc(Cl)cc2)=N1	0	7	7	-5%	-3%	-13	1%	-7	0.7%
Oc1ccccc1/C=N/Nc1nccnc1Cl	-3	3	0	-7%	8%	-1	-9%	1	-0.1%
COc1cc(Br)c(CCNC(=O)c2ccco2)cc1OC	-6	-4	0	-6%	0%	/	-4%	-2	-1.4%
O=C(OCc1cc2ccccc2[nH]c1=O)c1cccc([N+](=O)[O-])c1	-1	15	-1	3%	-1%	-5	-3%	-4	3.7%
Cn1c(=O)c2c(nc(Oc3ccc(-c4ccccc4)cc3)n2C)n(C)c1=O	2	6	8	1%	2%	-22	2%	2	0.5%
COc1ccc(C)cc1Nc1ccc(C(=O)O)cc1[N+](=O)[O-]	-7	25	2	2%	2%	-2	-5%	1	0.5%
O=C(N/N=C\c1cn[nH]c1-c1ccc(Cl)cc1)c1cccs1	-11	-5	2	?	?	5	-13%	-7	0.0%
Cc1[nH]c(=S)[nH]c(=O)c1Cc1ccccc1	0	5	5	1%	-1%	-7	0%	-2	-0.8%
CCCc1ccc(OCC(=O)NNC(=S)NC(=O)c2ccco2)cc1	-1	9	18	0%	10%	-3	-10%	-3	-2.9%
Cc1ccc(C2C(C#N)=C(N)Oc3nc(-c4ccccc4)[nH]c32)o1 (configuration not stated)	1	-3	4	1%	-1%	-12	1%	-5	2.6%
Nc1nnc(SCc2ccccc2Cl)s1	2	17	1	-11%	-1%	1	-4%	-6	1.7%
Cc1cccc(-n2ncc3c(N4CC(C)CC(C)C4)ncnc32)c1 (configuration not stated)	0	-3	-1	-8%	1%	-6	0%	-3	-1.1%
O=[N+]([O-])c1ccccc1/C=C/C=N/n1c(-c2ccco2)n[nH]c1=S	-10	/	-1	-10%	-1%	/	-2%	-4	0.0%
COc1cc(OC)cc(-c2nc(-c3cc4cc(C)ccc4nc3OC)no2)c1	-7	0	0	0%	-4%	-13	4%	-10	?
C#CCOCCOCCOCCNc1nc(N2CCOCC2)nc(N2CCN(C(=O)CCCCCCCCCCNC(=O)Cn3cc(CCCCCN)nn3)CC2)n1	-5	12	1	3%	0%	-13	4%	-10	-0.6%
c1nnc(NC2=NCCCCC2)s1	0	14	1	-1%	2%	6	0%	-2	0.4%
O=C(NCc1ccc2c(c1)OCO2)C(=O)NCC1OCCCN1S(=O)(=O)c1ccccc1 (configuration not stated)	2	/	/	0%	-3%	/	1%	/	/
O=C(Nc1ccccc1Cl)Nc1ccnn1C1CCN(C(=O)CCN2CCCO2)CC1	-2	-2	5	-24%	0%	-30	-1%	-4	-3.3%
CS(=O)(=O)N(CC(=O)NCc1ccco1)c1ccccc1Cl	0	-1	0	3%	-3%	-12	2%	-12	-0.4%
Cc1ccc(S(=O)(=O)N2CCN(C(=O)N3CCOCC3)C2c2ccc(N(C)C)cc2)cc1 (configuration not stated)	-5	12	1	-1%	-1%	-6	3%	-4	-0.4%
COc1ccc([C@H]2N[C@]3(CCCN(CC4CCCCC4)C3=O)[C@H]3C(=O)N(Cc4ccccc4)C(=O)[C@@H]23)cc1	-8	/	/	-8%	-5%	/	1%	/	/
Nc1ccccc1C#CC(=O)c1ccccc1	-6	-1	3	-1%	-10%	-16	?	5	1.4%
Cn1nc2c3ccccc3n(Cc3ccc(F)cc3)c2nc1=S	-11	-6	3	-1%	-2%	17	1%	3	6.1%
CO/N=C/c1ccc(OC)c(Oc2nc(OC)cc(OC)n2)c1	-7	0	3	-17%	-2%	1	?	-2	3.1%
CCOc1ccccc1NC(=O)/C(C#N)=C/c1c(C)nn(-c2ccc(F)cc2)c1Cl	-8	11	3	-7%	4%	-9	0%	6	1.2%
C/C(Cl)=C/CSc1nnc2n(N)c(=O)c3ccccc3n12	0	0	1	1%	5%	8	-1%	-4	-0.3%
Cc1ccc(COc2ccc(Br)cc2/C=N/O)cc1	0	4	3	/	-7%	-6	1%	1	0.9%
Cc1cc(NC(=O)CCC(=O)N(CC(=O)NC2CCCC2)Cc2ccc3c(c2)OCO3)no1	-6	0	1	19%	-4%	16	2%	-2	11%
COc1ccccc1N1CCN(S(=O)(=O)c2c(C)sc3ncn(CC(=O)NCCN(C)C)c(=O)c23)CC1	-12&-3	-2&7	2&1	7%&1%	0%&-3%	11&-2	5%&-3%	-1&0	2.8%&0.7%
NC(=O)c1ccc[n+](CC(=O)c2ccc(NC(=O)c3ccccc3)cc2)c1	-1	-11	2	12%	-2%	4	3%	-6	0.0%
O=C(NC1CCN(Cc2ccccc2)CC1)C1COc2ccccc2O1 (configuration not stated)	-6	-25	3	-5%	-3%	-15	0%	-15	0.6%
CC(C)c1nc(CNC(=O)CCc2nnc(-c3ccsc3)o2)cs1	-16	2	1	-8%	1%	5	-2%	4	0.9%
CC(=O)c1c(C)[nH]c(C(=O)OCC(=O)NCCCc2ccccc2)c1C	-11	0	5	1%	5%	-10	1%	-7	-0.7%
CN(C(=O)c1ccc(NC(=O)Cc2cccc(NC(=O)C3CCN(C(=O)C4CC4)CC3)c2)cc1)C1CCCC1	0	22	0	-5%	-2%	13	-5%	-1	0.8%
CC(=O)Nc1cc(C(=O)N2CCCC2)ccc1S(=O)(=O)c1ccc(C)cc1	-8	-2	-1	4%	0%	2	1%	0	0.7%
CC(C)n1nc(C(=O)Nc2nc3ccc(S(C)(=O)=O)cc3s2)c2ccccc2c1=O	-17	2	1	0%	-3%	0	0%	-5	8.5%
CC1(C)CC(=O)C2=C(C1)N=C1SCCC(=O)N1C2c1cccc([N+](=O)[O-])c1 (configuration not stated)	0	3	2	-5%	-4%	7	3%	2	-1.1%
CCCn1c(=O)c2sccc2n2c(CCCC(=O)N3CCN(c4cccc(C)c4C)CC3)nnc12	-9	-5	4	9%	-3%	-5	0%	-4	-0.6%
N#CCCN(C(=O)COC(=O)c1cc(=O)[nH]c2ccccc12)c1ccccc1	6	/	/	-1%	-2%	/	0%	/	/
CCN(C(=O)Cn1c(=O)n(CCCS(=O)(=O)C2CCCCC2)c(=O)c2ccccc21)c1cccc(C)c1	-2	6	0	2%	-2%	7	0%	5	-4.4%

Part of the list above in a different format:
Structure | LDHA block | D2 potentiator | D1 ag | Vif-APOBEC3F blk | GRP78 ERSR act | D1 antagonist | Vif-APOBEC3G blk | D1 PAM | RXFP1 agonist
NC(=O)c1ccc[n+](CC(=O)c2ccc(NC(=O)c3ccccc3)cc2)c1 | -1 | -11 | 2 | 12% | -2% | 4 | 3% | -6 | 0.0%
COc1ccc([C@H]2N[C@]3(CCCN(CC4CCCCC4)C3=O)[C@H]3C(=O)N(Cc4ccccc4)C(=O)[C@@H]23)cc1 | -8 | / | / | -8% | -5% | / | 1% | / | /
CN(C(=O)c1ccc(NC(=O)Cc2cccc(NC(=O)C3CCN(C(=O)C4CC4)CC3)c2)cc1)C1CCCC1 | 0 | 22 | 0 | -5% | -2% | 13 | -5% | -1 | 0.8%
N#CCCN(C(=O)COC(=O)c1cc(=O)[nH]c2ccccc12)c1ccccc1 | 6 | / | / | -1% | -2% | / | 0% | / | /

Additional records:
SMILES	LDHA block	D2 potentiator	D1 ag	Vif-APOBEC3F blk	GRP78 ERSR act	D1 antagonist	Vif-APOBEC3G blk	D1 PAM	RXFP1 agonist
CCCSc1ncnc2[nH]ncc12	-12	/	/	2%	0%	/	3%	/	/
Cc1ccc2nc(Nc3nc(-c4ccccc4)cc(=O)[nH]3)nc(C)c2c1	-5	4	1	-12%	-2%	21	-3%	-6	0.2%
C=CCn1c(SCC(=O)c2cccs2)nnc1-c1cccc(OC)c1	-4	-2	7	1%	3%	5	1%	2	0.0%
COC(=O)CSc1cc([N+](=O)[O-])ccc1NC(=O)OC	-3	-9	4	1%	-4%	-3	0%	-5	-0.2%
Cc1cc(C)c(C(=O)OCC(=O)NC(=O)c2ccccc2)c(C)c1	0	18	8	-18%	-8%	3	2%	-3	0.2%
CC(NC(=O)c1cccs1)c1ccc2c(c1)OCO2 (configuration not stated)	-6	0	2	1%	-2%	-1	0%	5	1.7%
COc1ccc(N(C(=O)Cn2nnc(-c3ccc(C)o3)n2)C(C(=O)NC2CCCC2)c2ccncc2)cc1 (configuration not stated)	3	-5	5	0%	-5%	1	-9%	-2	-3.7%
CC(/C=N/NC(=O)c1cc(C(C)(C)C)[nH]n1)=C\c1ccccc1	-2	-4	0	6%	-3%	8	?	2	-1.6%
CC(Oc1cccc(Cl)c1)C(=O)Nc1ccc(S(=O)(=O)NC2=NCCCCC2)cc1 (configuration not stated)	-10	2	17	2%	-2%	3	0%	2	-0.3%
C[C@@H]1CN([C@@H](C)CO)C(=O)c2cc(NC(=O)Nc3cccc4ccccc34)ccc2O[C@@H](C)CCCCO[C@H]1CN(C)C(=O)c1ccccc1	5	/	/	3%	-1%	/	-4%	/	/
O=C(CSc1ncnc2ccccc12)Nc1ccc2c(c1)OCCO2	-10	-2	-1	-4%	-6%	3	-1%	-4	4.5%
O=C(CCCl)Nc1cccc2cccnc12	8	/	0	/	-11%	23	-18%	3	/
CCc1cc(C(=O)Nc2cc(S(=O)(=O)N(CC)CC)ccc2N2CCOCC2)sc1C	-5	5	1	1%	1%	20	-1%	2	6.4%
CCC1C(=O)CC(c2ccccc2)NC1c1ccccc1 (configuration not stated)	-1	8	0	-10%	-5%	2	0%	2	-0.7%
CCc1nnc(NC(=O)CN2CCN(Cc3cccc(F)c3)CC2)s1	-4	-6	0	0%	4%	-6	1%	5	2.3%
CC(=O)Nc1ccc(C(=O)CSc2nccc(=O)[nH]2)cc1	-6	-15	2	-11%	-4%	-24	4%	-2	0.7%
Cc1ccc(C(=O)Nc2ncnc3sc4c(c23)CCCCC4)cc1	-2	19	6	1%	6%	1	0%	1	0.8%
COc1ccc(C=C2SC(=O)NC2=O)cc1OC	5	/	/	-9%	5%	/	-11%	/	/
COCCCNC(=O)CSC1=Nc2ccccc2C2=NC(CC(=O)NCc3ccccc3)C(=O)N12 (configuration not stated)	3	3	1	-11%	1%	8	-4%	-3	6.1%
COc1cc(-c2c(C#N)c(N)nc3c2c(C)nn3-c2ccc(C)c(C)c2)cc(OC)c1OC	7	-3	8	-7%	-3%	2	-5%	-4	-0.3%
